# Screening data from PubChem.
# miR-122 sensor = miR-122 inhibition in Huh7 cells; Huh7 miR-122 Renilla luciferase sensor, 48 h; neutral wells = 0, positive control = 100; activation (reporter increase), % at 12.5 µM; 340,000 compounds, 0.3% hits; AID 602342;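 active = mean replicate activation score at least 90 and every replicate individually at or above 90; inconclusive = only one of the two criteria met; inactive = neither criterion met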;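 also: higher luciferase means less miR-122 activity so hits act as miR-122 inhibitors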
# PGC1a acetyl inh = modulators of PGC1a acetylation; inhibition, % at 15.6 µM; 350,000 compounds, 0.17% hits; U2OS PGC1a acetylation, AlphaScreen anti-acetyl-lysine; with virally co-expressed GCN5 acetyltransferase;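 active = every replicate shows inhibition of at least 40%; inconclusive = mean inhibition at least 40% but some replicate below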;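 also: 0% = neutral control wells and 100% = positive control wells; some results beyond the cut were filed as inactive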
# ERAP1 HTS inh = inhibitors of human ERAP1 aminopeptidase; Q9NZ08; recombinant ERAP1, Leu-AMC fluorescence, 60 min; inhibition, % at 10.7 µM; 340,000 compounds, 0.15% hits;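 active = mean replicate inhibition of at least 30%, or all replicates individually reaching that 30% level; inactive = mean below 30% and not every replicate reaching it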;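 also: 0% = neutral control wells and 100% = L-leucinethiol positive control wells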
# Target sequence (Q9NZ08 whole entry, looked up): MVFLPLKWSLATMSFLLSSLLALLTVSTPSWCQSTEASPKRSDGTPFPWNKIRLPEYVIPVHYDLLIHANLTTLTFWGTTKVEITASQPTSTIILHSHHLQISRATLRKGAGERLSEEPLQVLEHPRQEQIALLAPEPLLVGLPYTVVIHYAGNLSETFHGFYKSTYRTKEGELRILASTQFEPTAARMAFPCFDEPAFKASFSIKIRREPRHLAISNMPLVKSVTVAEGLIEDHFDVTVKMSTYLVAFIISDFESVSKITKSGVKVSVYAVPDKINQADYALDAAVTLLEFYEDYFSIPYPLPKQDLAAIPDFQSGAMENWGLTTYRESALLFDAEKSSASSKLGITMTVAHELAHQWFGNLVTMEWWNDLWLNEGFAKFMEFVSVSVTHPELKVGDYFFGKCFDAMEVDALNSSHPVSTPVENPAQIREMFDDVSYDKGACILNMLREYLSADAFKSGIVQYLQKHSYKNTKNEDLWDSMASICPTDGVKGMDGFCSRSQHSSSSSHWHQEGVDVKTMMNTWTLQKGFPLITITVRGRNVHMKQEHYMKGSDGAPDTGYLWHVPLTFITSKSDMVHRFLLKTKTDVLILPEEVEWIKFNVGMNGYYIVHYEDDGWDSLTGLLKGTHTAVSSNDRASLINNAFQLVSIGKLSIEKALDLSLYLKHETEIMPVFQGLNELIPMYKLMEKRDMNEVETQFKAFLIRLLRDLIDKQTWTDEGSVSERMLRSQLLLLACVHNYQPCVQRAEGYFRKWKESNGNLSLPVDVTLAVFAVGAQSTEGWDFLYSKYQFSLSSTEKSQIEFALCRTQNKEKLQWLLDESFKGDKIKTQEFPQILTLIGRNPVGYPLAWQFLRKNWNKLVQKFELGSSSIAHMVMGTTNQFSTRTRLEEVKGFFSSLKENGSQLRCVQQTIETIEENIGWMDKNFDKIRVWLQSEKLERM
# E-sel inducer = induces E-selectin expression in human endothelial cells. HUVEC E-selectin immunofluorescence imaging; normalized: neutral wells 0, TNF-alpha wells 100. activation, % at 7.58 µM. 260,000 compounds, 0.37% hits. AID 686992;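 active = mean E-selectin-positive cell signal at least 10% of the positive control, reached in at least 60% of replicates, without over 20% cell loss; inconclusive = no rule given, readout overlaps actives, possibly toxicity-flagged; inactive = the rest, including those meeting only one limit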;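 also: in these data hits start at about 27%; measured in HUVEC primary endothelial cells; signal is the percent of cells scored E-selectin positive by PE staining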
#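 Assay system: HUVEC primary endothelial cells. Input: 3,000 HUVEC seeded per well. Doses: one compound dose added by pin transfer. Read-out basis: % PE-positive cells. Benchmarks: TNF-alpha high, DMSO low. Detection: immunofluorescence imaging. Buffer or medium: EGM-2, gelatin.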
# PglD DTNB = blocks C. jejuni PglD acetyltransferase activity; 360,000 compounds, 0.098% hits; purified PglD enzyme, DTNB colorimetric CoA detection; inhibition, % at 12.5 µM; in the data active = inhibition above about 16%, passing the limit was not always enough; inconclusive = no clear call, values can overlap the other calls; also: strong numbers were not always called active
# Cneo AK release = Cryptococcus neoformans lysis via adenylate kinase release | C. neoformans lysis, adenylate kinase release luminescence, 4 h; normalised: neutral wells 0, clomiphene wells 100 | lysis activity, % at 15 µM | 360,000 compounds, 0.2% hits | AID 651654;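 active = mean lysis activity across replicates of at least 80%, whatever share of replicates individually reach that level; inactive = mean lysis activity below 80%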
#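 Assay system: Cryptococcus neoformans yeast cells / Dosing: single-point compound dose / Timing: 4 h at 37 °C static, read 1 h later / Measured by: luminescence of released adenylate kinase using an AK detection reagent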
# RAD52 inh = blocks human RAD52 DNA annealing; P43351; recombinant RAD52 DNA annealing, FRET fluorescence; inhibition, % at 18.7 µM; 360,000 compounds, 0.46% hits;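 active = every replicate showing at least 50% inhibition; inconclusive = mean inhibition at least 50% but not in every replicate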
# RAD54 inh = blocks human RAD54 Holliday junction branch migration | inhibition, % at 10.4 µM | 360,000 compounds, 0.14% hits | FAM/BHQ fluorescence;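 active = mean normalized replicate activity at least 40 and at least half of replicates scoring 40 or more; inconclusive = only one of the two criteria met; inactive = mean below 40 and under half of replicates reaching 40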;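 also: 0% = median of neutral control wells and 100% = median of positive control wells; inhibitors cause a drop in the FAM fluorescence signal; in these data hits start at about 50%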
# Starred values were filed as active, the others as inactive; ? = inconclusive; · = not tested or not shown; & = joins results of further samples; [ ] = dose if it differs, or a comment.
SMILES,miR-122 sensor,PGC1a acetyl inh,ERAP1 HTS inh,E-sel inducer,PglD DTNB,Cneo AK release,RAD52 inh,RAD54 inh
CCOC(=O)c1ccc(N2CCN(C(C)=O)CC2)c(NC(=O)c2cccnc2)c1,-5,2,·,-1.3,-5,0,-5,5
c1ccc(-c2nnsc2-c2ncc[nH]2)cc1,·,2,-3,3.6,·,·,-16,·
Cc1onc(-c2ccccc2)c1C(=O)Nc1ccccc1NC(=O)c1c(-c2ccccc2)noc1C,-9,3,-2,·,0,-1,-20,3
Cc1oc(-c2ccccc2F)nc1CS(=O)(=O)CC(=O)NC1CCCC1,-5,·,18,0.2,4,0,-3,-3
N#C[C@H]1[C@@H](c2ccc(C#CC3CC3)cc2)[C@@H](CO)N1C(=O)Nc1ccc(F)cc1,·,2,0,7.7,-4,2,-3,-12
CN(C)/C=N/c1c(C#N)cnn1C,0,·,3,-0.8,-2,5,-7,1
Cc1ccc(S(=O)(=O)N[C@H]2CC[C@H](CC(=O)NCc3ccccc3F)O[C@H]2CO)cc1,·,5,6,1.2,2,100*,-1,-3
COc1ccc(-c2cc(C(=O)NCCCN3CCOCC3)on2)cc1OC,-6,-11,1,0.1,-2,2,-1,2
COc1ccc(OC)c(N2C(=O)c3cccnc3C2=O)c1,2,·,-4,·,-1,0,-13,8
CC(=O)Oc1ccc(/C=C(\NC(=O)c2cccc(Br)c2)C(=O)Nc2ccc(C(=O)O)cc2)cc1,0,-2,·,·,1,-3,-15,-17
Cc1ccc(-c2nc(CS(=O)(=O)CC(=O)NCc3cccc(F)c3)c(C)o2)cc1,6,2,2,-0.1,-5,-2,-12,-1
CCOc1ccc(CCNS(=O)(=O)c2ccc3c(c2)N(C(C)=O)CCO3)cc1OCC,10,-2,3,0.1,2,0,-11,-5
CO[C@H]1CN(C)C(=O)c2ccc(NC(=O)Nc3c(C)noc3C)cc2OC[C@@H](C)N(CC2CC2)C[C@@H]1C,·,9,1,-0.3,-2,0,-5,5
CCOC(=O)C1=C(C)NC(=S)NC1c1ccco1 (configuration not stated),-6,-11,6,-0.2,6,2,-5,2
CCC(=O)N1CCC2(CC1)CN(Cc1ccccc1Cl)[C@@H](CO)c1c2c2ccc(OC)cc2n1C,·,-9,1,-0.4,·,·,-113,·
C[C@@H]1CN([C@H](C)CO)C(=O)c2cc(NC(=O)Nc3ccc4c(c3)OCO4)ccc2O[C@@H]1CN(C)C(=O)Nc1ccc2c(c1)OCO2,-7[16.7 µM],15,0,0.3,2,51,20,-1
COc1ccc(NC(=O)N(C)C[C@H]2OCCCC[C@H](C)Oc3ccc(NC(=O)Nc4cccc5ccccc45)cc3C(=O)N([C@@H](C)CO)C[C@H]2C)cc1,-4[16.7 µM],4,-2,0.1&1.1,-2,1,5,-8
O=C1C(Cl)=C(NCCCO)C(=O)c2ccccc21,1,-7,·,·,-1,3,·,-5
COc1ccc(S(=O)(=O)N[C@H]2C=C[C@H](CC(=O)N3CCC(Cc4ccccc4)CC3)O[C@@H]2CO)cc1,·,-15,0,0.9,3,89*,9,-3
CC(C)(C)OC(=O)N1CCc2onc(-c3ccc(Br)cc3)c2C1=O,-4,-22,·,-1.7,·,·,-7,·
C[C@@H]1CN([C@@H](C)CO)C(=O)CCCn2nncc2CO[C@H]1CN(C)S(=O)(=O)c1ccc(-n2cccn2)cc1,-2,-1,-7&-2,-0.1,10&0,0&-1,-8&-2,-3&-4
CCOC(=O)c1ccc(-c2ccc(C(=O)Nc3cccnc3)o2)cc1,-4,-15,·,·,-1,-3,·,?
Brc1ccc(-c2noc(CCc3ccccc3)n2)o1,1,-9,-1,0.0,2,-1,-14,-9
CCOc1cccc(-c2c(C(=O)N/N=C/c3c(F)cccc3Cl)nnn2-c2nonc2N)c1,5,5,-3,·,-3,1,-15,-7
O=C(CNC(=O)Cc1ccccc1)NCC(=O)OCC(=O)c1cccc2ccccc12,-3,·,·,·,-9,-1,·,-2

# More entries follow:
SMILES,miR-122 sensor,PGC1a acetyl inh,ERAP1 HTS inh,E-sel inducer,PglD DTNB,Cneo AK release,RAD52 inh,RAD54 inh
CCC(C(=O)Nc1ccc(C(=O)O)cc1NC(=O)C(CC)c1ccccc1)c1ccccc1 (configuration not stated),-6,4,-2,·,2,-5,-15,1
C[C@@H]1CN([C@H](C)CO)C(=O)c2cc(-c3ccccc3)cnc2O[C@H]1CN(C)C(=O)c1ccccc1F,·,-1,·,0.0,0,6,-6,-11
COc1cc(NC(=O)CSc2ncccc2C(=O)OC(C)C)cc(OC)c1,6,6,·,·,4,0,·,3
O=C(Nc1ccc(C(F)(F)F)cn1)Nc1cccs1,2,·,4,-0.2,1,3,-9,2
COc1ccc2nc(NC(=O)CCc3nc(-c4ccccc4F)no3)sc2c1,-2,9,·,·,14,1,·,-2
Cc1ccc(S(=O)(=O)Nc2ccc(-c3nnc(SCC#N)n3C)cc2)cc1,9,-18,·,·,2,-2,·,-3
COc1ccc2cc(C(=O)Nc3c(C)n(C)n(-c4ccccc4)c3=O)sc(=O)c2c1OC,-3,-2,·,·,2,0,·,5
CCCCOc1ccc(C(=O)N/N=C/c2cn[nH]c2-c2ccc(OC)c(OC)c2)cc1,-5,·,-5,0.2,3,3,-16,-1
O=C(c1cnccn1)N1CC(=O)N2[C@H](CO)[C@H](c3ccc(C#CCc4ccccc4)cc3)[C@H]2C1,·,-11,4,-0.3,·,·,2,·
CCCNC(=O)N1C[C@H](O)COC[C@H]2O[C@@H](CC(=O)N3CCCCC3)CC[C@@H]21,4[16.7 µM],6,1,0.0,-2,0,7,-4
O=C(CC[C@H]1O[C@@H](n2ccc(=O)[nH]c2=O)[C@H](O)[C@@H]1O)NCCN1CCOCC1,2,4,-2,·,5,-1,-3,-9
CCN(CC)C(=O)CSc1nc(-c2ccc(C)cc2)nc2c1COC(C)(C)C2,-9,-8,·,·,-11,-4,·,2
CN1CCN(c2nc3c(c(=O)[nH]c(=O)n3C)n2Cc2ccc(Cl)cc2)CC1,1,5,2,-0.1,-1,0,3,1
Cc1ccc(S(=O)(=O)/N=C(\CCl)N2CCOCC2)cc1,-11,2,-3,·,1,-2,-12,1
CCN(CC(=O)Nc1c(F)cccc1F)C(=O)/C=C/c1ccc2c(c1)OCO2,-10,-3,-5,·,4,-1,1,-8
CN(C)S(=O)(=O)c1cccc(NC(=S)NC2CCCCC2)c1,58,-1,3,·,3,-3,-12,0
COc1cc(CNc2ncnc3c2ncn3[C@H]2CN(Cc3cccc(C(F)(F)F)c3)C[C@@H](COC(C)=O)O2)cc(OC)c1OC,-9,-5,-1,-0.2,8,0,2,0
Cc1nnc(NC(=O)C2c3ccccc3Oc3ccccc32)s1,-6,-6,·,·,6,-1,·,-2
COCC(=O)N1CCC(Oc2ccc(C(=O)N(C)C(C)c3ccon3)cc2)CC1 (configuration not stated),-4,5,3,3.5,4,-1,-14,-7
COc1ccc(N2C(=O)c3ccccc3C2O)cc1 (configuration not stated),·,·,2,-0.3,1,0,-10,-2
O=C(Cc1ccccc1)NC1CCN(S(=O)(=O)c2cccc(F)c2)CC1,8,-1,·,·,4,1,·,0
CC1(C(=O)O)CCC(C(=O)NNC(=O)c2ccccc2O)C1(C)C (configuration not stated),-2,·,3,-0.2,0,-2,-1,-7
O=C(COC(=O)c1ccc(Cl)nc1)NC(=O)c1ccccc1,1,6,5,2.0,-2,-1,-2,6
Cc1nnc(SCC(=O)NC2CCCCC2)n(N)c1=O,1,6,1,·,·,·,-3,·
Cc1csc(SCC(=O)Nc2nc(-c3ccccc3)cs2)n1,2,0,·,·,-1,0,·,0

# (next part)
SMILES,miR-122 sensor,PGC1a acetyl inh,ERAP1 HTS inh,E-sel inducer,PglD DTNB,Cneo AK release,RAD52 inh,RAD54 inh
O=C(CN1CCOCC1)NC[C@@H]1N[C@@H](CO)[C@@H]1c1ccc(-c2ccccc2)cc1,-33[16.7 µM],9,1,0.3,0,5,-20,1
O=C(Cn1ccc2ccccc2c1=O)NCCC(=O)Nc1ccc2c(c1)OCCO2,-3,·,·,·,-6,3,·,-8
COc1cccc2[nH]c3c(N4CCCCC4)ncnc3c12,4,-12,·,·,2,1,·,7
COc1ccccc1CNC(=O)C[C@H]1CC[C@H]2[C@@H](COc3ccc(NC(=O)Nc4ccc(F)c(F)c4)cc3C(=O)N2C)O1,17[16.7 µM],8,-1,0.1,-3,4,7,-5
COc1cccc(NC(=O)COC(=O)c2ccccc2F)c1,0,·,-2,·,4,0,-15,-3
CCOc1ccc(CCNC(=O)CCC(=O)c2cccs2)cc1OCC,·,·,1,-0.1,1,2,-7,7
Cc1ccc(Cl)cc1NC(=O)CC1NC2CCCCC2NC1=O (configuration not stated),1,4,4,4.4,7,-2,-21,21
CC1CCCC(C)N1C(=O)COC(=O)c1ccccc1C(=O)c1ccccc1 (configuration not stated),-3,16,-2,-0.4,-11,1,-48,-9
Cc1ccc(NC(=O)C2CCN(C(=O)c3cccs3)CC2)c(C)c1,·,·,34*,·,0,0,-7,-17
CCOc1ccc2nc(SCC(=O)NCc3ccc(OC)cc3)[nH]c2c1,·,·,0,-0.1,0,-1,-4,-1
Cc1cnc(NC(=O)c2ccc(Cl)nc2)s1,1,·,1,0.0,-7,-1,-8,-5
CO[C@@H]1CN(C)C(=O)c2cc(NC(=O)c3ccccc3)ccc2OC[C@H](C)N(C(C)=O)C[C@@H]1C,-5[16.7 µM],2,-2,-0.2,-1,-3,3,-1
O=C(COC(=O)/C=C/c1ccco1)Nc1ncc(C(F)(F)F)cc1Cl,-1,6,-3,·,-2,-2,-71,-5
COc1ccc(NS(=O)(=O)c2cc(NC(=O)c3ccc(=O)[nH]c3)ccc2C)cc1,100*,-5,3,·,3,-2,-28,-11
CCOC(=O)C1(Cc2cccc(OC)c2)CCN(Cc2cccn2-c2ccccn2)CC1,0,-11,0,15,5,1,0,15
CCN(CC)C(=O)CCNS(=O)(=O)c1ccc(C)cc1,-4,-4,·,·,6,-1,·,-4
CCN1CCN(C(=O)c2cc3c(s2)-c2c(C)cccc2OC3)CC1,-2,-3,·,·,2,-4,·,3
CC1=NN(C(C)C)C(=O)C1,0,0,·,·,-2,-2,·,-4
COc1cc(C(=O)N2CCN(c3ccccc3O)CC2)ccc1OCC(=O)N1CCOCC1,·,·,1,-1.8,-1,-1,0,3
OC[C@@H]1[C@@H](c2ccc(C#CC3CC3)cc2)[C@@H]2CN(CCC(F)(F)F)CCCCN12,8[16.7 µM],2,-2,·,0,-2,18,6
COc1ccc(C(=O)CSc2ccc(-c3ccccc3)nn2)cc1,-5,4,·,·,-4,-1,·,-2
CC1CCCCN1CC(=O)Nc1ccccc1Sc1ccccc1 (configuration not stated),8,-40,·,·,8,·,·,2
COc1ccc(NC(=O)Nc2ccc3c(c2)C(=O)N([C@@H](C)CO)C[C@H](C)[C@@H](CN(C)S(=O)(=O)c2cccs2)OCCCC[C@@H](C)O3)cc1,10[16.7 µM],19,-3,0.4,-1,-4,-12,12

# An excerpt of these results, with values under each structure:
# Values in the order: miR-122 sensor | PGC1a acetyl inh | ERAP1 HTS inh | E-sel inducer | PglD DTNB | Cneo AK release | RAD52 inh | RAD54 inh
> CCOc1ccc2nc(SCC(=O)NCc3ccc(OC)cc3)[nH]c2c1
→ · | · | 0 | -0.1 | 0 | -1 | -4 | -1
> Cc1cnc(NC(=O)c2ccc(Cl)nc2)s1
→ 1 | · | 1 | 0.0 | -7 | -1 | -8 | -5
> CO[C@@H]1CN(C)C(=O)c2cc(NC(=O)c3ccccc3)ccc2OC[C@H](C)N(C(C)=O)C[C@@H]1C
→ -5[16.7 µM] | 2 | -2 | -0.2 | -1 | -3 | 3 | -1
